Assay outcomes as filed in PubChem BioAssay.
CHRM1 antagonist = human M1 muscarinic receptor antagonists, primary screen, CHO-K1 cells, Fluo-8 calcium fluorescence, 1536-well. CHO-K1 hM1, ACh EC80 antagonist. inhibition, % at 3 µM. actives 1.3% (n = 360,000). AID 588852, 2011;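 active = percent inhibition above its own plate's cutoff, namely the mean of that plate's compound wells plus 3 SD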;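 note: peak over basal fluorescence ratio during 140 s after agonist addition; 0% = ACh EC80 plus DMSO and 100% = DMSO alone without agonist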
Target sequence (P11229 whole entry, looked up): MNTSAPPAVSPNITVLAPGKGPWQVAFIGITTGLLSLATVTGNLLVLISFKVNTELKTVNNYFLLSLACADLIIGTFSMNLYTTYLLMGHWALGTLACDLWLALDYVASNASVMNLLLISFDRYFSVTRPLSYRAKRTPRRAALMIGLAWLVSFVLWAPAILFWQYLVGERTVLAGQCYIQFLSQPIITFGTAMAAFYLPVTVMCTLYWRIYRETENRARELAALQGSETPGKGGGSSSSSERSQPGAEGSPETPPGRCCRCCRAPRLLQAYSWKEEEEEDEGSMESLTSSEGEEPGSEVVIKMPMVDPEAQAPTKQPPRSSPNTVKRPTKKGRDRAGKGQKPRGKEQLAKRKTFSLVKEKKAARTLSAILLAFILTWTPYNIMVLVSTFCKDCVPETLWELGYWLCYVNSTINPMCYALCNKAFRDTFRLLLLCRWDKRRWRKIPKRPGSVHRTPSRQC
CHRM1 PAM = human M1 muscarinic receptor positive allosteric modulators, primary screen, CHO-K1 cells, Fluo-8 calcium fluorescence, 1536-well. Muscarinic acetylcholine receptor M1 (Homo sapiens), P11229. CHO-K1 hM1, ACh EC20; 0% = ACh EC20, 100% = maximal ACh. activation, % at 3 µM. actives 0.088% (n = 360,000); in the data active = activation above about 19%, passing the limit was not always enough
M4 PAM = human M4 muscarinic receptor positive allosteric modulators, primary screen, CHO-K1 cells, Fluo-8 calcium fluorescence; Muscarinic acetylcholine receptor M4 (Homo sapiens), P08173; CHO-K1 hM4/Gqi5, ACh EC20; 0% = ACh EC20, 100% = maximal ACh; activation, % at 3 µM; actives 0.4% (n = 360,000);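 active = activation above its plate's cutoff, the mean activation of sample wells plus 3 SD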; note: some results filed as inactive read as strong as hits
M4 ag = human M4 muscarinic receptor agonists, primary screen, CHO-K1 cells, Fluo-8 calcium fluorescence; CHO-K1 hM4/Gqi5; vehicle 0%, full acetylcholine response 100%; activation, % at 3 µM; actives 0.14% (n = 360,000); AID 624127, 2012;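 active = activation above the run mean over all test wells plus 3 SD, cut at about 32% in these data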;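 note: peak over basal fluorescence ratio per well then scaled between controls; 0% = DMSO wells and 100% = acetylcholine at EC100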
CHRM4 antagonist = human M4 muscarinic receptor antagonists, primary screen, CHO cells, Fluo-8 calcium fluorescence | Muscarinic acetylcholine receptor M4 (Homo sapiens), P08173 | CHO-hM4 cells, ACh EC80 | inhibition, % at 3 µM | actives 0.73% (n = 360,000);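 active = inhibition above its plate's cutoff, the mean inhibition of sample wells plus 3 SD, cut at about 27% in these data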;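 note: 0% = acetylcholine EC80 with DMSO and 100% = DMSO without agonist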
M5 ag = human M5 muscarinic receptor agonists, primary screen, CHO-K1 cells, Fluo-8 calcium fluorescence; activation, % at 3 µM; CHO-K1 hM5 cells; 0% DMSO wells, 100% maximal acetylcholine response; Muscarinic acetylcholine receptor M5 (Homo sapiens), P08912; actives 0.19% (n = 360,000);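 active = activation above the run's mean over test compounds plus 3 SD, cut at about 23% in these data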;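 note: signal is peak over basal fluorescence ratio across the kinetic read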
Target sequence (P08912 whole entry, looked up): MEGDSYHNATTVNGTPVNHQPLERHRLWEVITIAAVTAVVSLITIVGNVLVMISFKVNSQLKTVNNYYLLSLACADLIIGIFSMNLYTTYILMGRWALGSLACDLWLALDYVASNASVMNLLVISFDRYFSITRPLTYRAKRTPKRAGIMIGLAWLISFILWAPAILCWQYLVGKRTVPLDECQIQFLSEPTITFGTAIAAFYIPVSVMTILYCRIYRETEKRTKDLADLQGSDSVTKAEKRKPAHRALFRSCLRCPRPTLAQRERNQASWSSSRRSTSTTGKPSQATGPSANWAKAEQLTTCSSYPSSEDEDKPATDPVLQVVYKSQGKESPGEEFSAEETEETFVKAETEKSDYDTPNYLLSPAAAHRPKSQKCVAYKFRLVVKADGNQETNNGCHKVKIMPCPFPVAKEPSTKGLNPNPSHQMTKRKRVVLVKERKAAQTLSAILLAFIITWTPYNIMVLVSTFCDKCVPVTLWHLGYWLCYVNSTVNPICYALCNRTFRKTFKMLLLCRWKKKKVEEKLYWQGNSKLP
CHRM5 PAM = human M5 muscarinic receptor positive allosteric modulators, primary screen, CHO-K1 cells, Fluo-8 calcium fluorescence; AID 624038, 2012; CHO-K1 hM5, ACh EC20 PAM; 0% = ACh EC20, 100% = ACh EC100; activation, % at 3 µM; actives 0.3% (n = 360,000); Muscarinic acetylcholine receptor M5 (Homo sapiens), P08912;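 active = activation above the run cutoff, the mean activation of all test compounds plus 3 SD, cut at about 18% in these data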
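Test system: CHO-K1 hM5 cells / Doses: single-point, 3 µM nominal / Times: Post-acetylcholine fluorescence recording 140 s / Technique: Fluo-8 calcium fluorescence / Measure: Max/basal fluorescence ratio as % of EC20–EC100 ACh window / Benchmarks: low control EC20 acetylcholine (0%), high control EC100 acetylcholine (100%) / Replicates: one well per compound, no replicates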
CHRM5 antagonist = human M5 muscarinic receptor antagonists, primary screen, CHO cells, Fluo-8 calcium fluorescence. Muscarinic acetylcholine receptor M5 (Homo sapiens), P08912. CHO-hM5 cells, ACh EC80. inhibition, % at 3 µM. actives 0.59% (n = 360,000). AID 624040, 2012;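 active = inhibition above a per-plate cutoff, the mean of that plate's test compounds plus 3 SD, cut at about 27% in these data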;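 note: 0% = acetylcholine EC80 with DMSO and 100% = DMSO without agonist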
CRFBP-R2 agonist = agonists of CRF-BP/CRF-R2 complex, primary screen, cell-based, HEK293, calcium dye fluorescence, uHTS. CRF-binding protein / CRF receptor 2 complex (human). calcium dye fluorescence (FLIPR); percent of saturating CRF peptide response. activation, % at 13.2 µM. actives 0.46% (n = 350,000);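 active = activation of at least 50%, plus an integration ratio under a set limit after plate pattern correction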;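 note: plate controls were neutral control wells without compound for no effect and CRF at EC100 for full effect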
Starred values were filed as active, the others as inactive; . = not tested or not shown. No enrichment for hits, and some 2.8% of all compounds hit somewhere here.

SMILES	CHRM1 antagonist	CHRM1 PAM	M4 PAM	M4 ag	CHRM4 antagonist	M5 ag	CHRM5 PAM	CHRM5 antagonist	CRFBP-R2 agonist
CS(=O)(=O)N(CC(=O)Nc1ccccc1-c1ccccc1)c1ccc(F)cc1	6.3	1.3	-1.6	0.8	2.0	-1.8	5.9	6.4	0.7
COc1ccc(OC)c(-c2c3c([nH]c(=S)c2C#N)CCCC3)c1	-1.4	8.2	-3.8	1.8	0.2	1.6	-3.4	8.0	0.3
Cc1ccc(F)cc1NC(=O)N1CCCN(C(=O)OC(C)(C)C)CC1	-2.8	8.5	13.6	2.1	-9.6	-4.4	3.9	-5.4	0.3
Cc1ccc(CNC(=O)C2CNc3cc(C)ccc3O2)cc1 (stereo unspecified)	-8.6	6.9	2.2	-0.8	-6.5	-2.7	3.6	-5.9	-2.4
CCN(C(=O)CSc1cccc[n+]1[O-])C1CCCCC1	1.0	1.0	3.4	-0.1	14.8	2.1	0.4	4.7	0.9
COc1ccc(N2CC(=O)N(c3ccc(OC)c(OC)c3)CC2=O)cc1OC	-10.1	8.6	6.5	-0.2	-3.5	-1.1	2.4	4.6	0.1
CC(C)C(NC(=O)c1ccc2c(c1)OCO2)C(=O)N/N=C/c1cccs1 (stereo unspecified)	-14.1	10.2	11.7	-0.9	-20.9	-2.9	4.9	-5.9	-10.2
CC(=O)N1N=C(c2ccc(Cl)cc2)OC1(C)C	-4.9	5.9	-1.9	-0.1	-6.2	-0.4	3.7	-7.6	-0.4
CCN(CC)CCOc1nnc(-c2ccc(C)cc2)c2ccccc12	-27.5	-5.0	-3.8	0.8	-8.4	-7.1	-5.0	0.0	-3.8
CCN(CC)C(=S)NC(=O)c1cc(OC)c(OC)c(OC)c1	8.7	-10.9	1.7	0.9	2.6	-3.8	-4.9	3.4	2.2
COc1ccc(NC(=O)N2CCCC2C(=O)NCc2ccc(C)cc2)cc1 (stereo unspecified)	-5.2	10.9	10.7	0.8	-4.9	-3.1	11.2	-3.9	-1.2
O=[N+]([O-])c1ccc(Nc2ccc(N3CCOCC3)cc2)c([N+](=O)[O-])c1	11.6	1.4	4.6	0.4	-4.7	-3.4	-0.1	-7.9	4.3
Cc1cccc(NNC(N)=S)c1C	-14.7	10.6	4.7	3.3	-2.5	0.1	-1.9	15.8	0.7
C/C(=C\c1ccccc1)C(=O)N1CCN(Cc2ccc3c(c2)OCO3)CC1	-11.4	-1.9	-3.6	0.1	3.7	-2.6	-4.0	11.1	-0.4
CCOC(=O)c1ccc(NC(=O)CSc2nnc(-c3cccs3)n2CC)cc1	-3.2	3.4	11.6	1.4	-1.8	2.6	-1.9	0.9	1.0
COCCCN(C(=O)c1ccc(-c2ccc(C(C)=O)cc2)o1)c1c(N)n(CC(C)C)c(=O)[nH]c1=O	-0.2	3.7	9.4	1.6	-6.2	2.5	8.7	4.3	1.6
CNc1cncc(-c2cccc(C(C)=O)c2)n1	0.6	0.1	-3.4	1.8	0.9	0.2	-2.4	1.1	.
C#CCOCCOCCOCCNc1nc(N2CCN(C(=O)[C@H](CCCN=C(N)N)n3cc(C(N)[C@@H](C)CC)nn3)CC2)nc(N2CCN(C(=O)[C@H](CCC(=O)O)n3cc([C@@H](N)CC(N)=O)nn3)CC2)n1 (stereo partly specified)	-6.8	15.2	6.0	0.8	-9.2	0.1	5.5	-5.1	-1.3
CCN=c1scc(C)n1/N=C/c1ccsc1	-19.9	3.7	-4.9	0.2	3.9	-2.5	-0.6	6.1	-0.2
CCn1c(C)cc(/C=C2\NC(=O)N(Cc3ccc(Cl)cc3)C2=O)c1C	0.7	-1.7	8.6	1.7	30.6*	5.4	0.4	-5.4	-1.0
CNS(=O)(=O)c1ccc(NC(=O)Nc2ccc3c(c2)OCO3)cc1	-10.2	11.0	5.6	2.7	-4.8	1.9	-1.6	-6.1	0.6
Cc1cc(S(=O)(=O)NCc2cccnc2)ccc1F	-8.3	2.6	9.8	1.6	-20.5	0.2	0.1	1.7	-2.0
O=[N+]([O-])c1cc(S(=O)(=O)NCCN2CCOCC2)ccc1Sc1nnnn1-c1ccccc1	61.9*	-26.5	-15.5	2.7	48.7*	-5.2	-7.7	-1.2	-3.1
Cc1cccc(N2CCN(C(=O)c3cc(S(=O)(=O)N4CCCC4)cn3C)CC2)c1C	-18.9	14.9	4.8	5.3	-19.5	-0.7	4.1	-7.4	-0.2

Just CHRM4 antagonist, for 2 of the compounds above:
canonical_smiles | CHRM4 antagonist
Cc1cccc(NNC(N)=S)c1C | -2.5
CCN=c1scc(C)n1/N=C/c1ccsc1 | 3.9

Next structures:
SMILES	CHRM1 antagonist	CHRM1 PAM	M4 PAM	M4 ag	CHRM4 antagonist	M5 ag	CHRM5 PAM	CHRM5 antagonist	CRFBP-R2 agonist
Cn1c(=O)c2c(nc(CN3CCC(C(N)=O)CC3)n2CCCc2ccccc2)n(C)c1=O	-4.6	6.8	3.1	0.3	5.7	-0.5	3.8	-2.3	-0.4
c1ccc2c(c1)CCN2CCN1CCc2ccccc21	-57.2	13.9	3.6	1.1	-4.5	-2.7	5.0	-3.2	0.8
CC(CNC(=O)c1ccc(C(C)(C)C)cc1)CN(C)C (stereo unspecified)	-1.9	5.8	3.7	0.6	3.2	-3.1	2.5	-6.2	0.3
COc1ccc(C(=O)Nc2cccc(-c3nc4ncccc4o3)c2C)cc1	-3.8	2.1	-8.2	7.5	-5.4	3.7	4.0	-1.2	-3.6
CN1CCN(c2cc(C(F)(F)F)nc3ccc(F)cc23)CC1	-7.2	0.4	-2.9	0.7	4.1	-19.1	3.5	12.2	-0.8
N#CCCn1cc(/C=C2\NC(=S)N(c3ccccc3)C2=O)c(-c2ccc(-c3ccccc3)cc2)n1	-3.8	4.1	5.3	0.1	2.7	-4.1	-6.5	12.1	0.3
O=C(N/N=C/c1cccc(C(F)(F)F)c1)c1ccccc1O	6.4	8.4	-3.9	2.3	1.7	4.0	-4.6	9.5	6.6
Cc1ccc([N+](=O)[O-])cc1N=Nc1c(C)[nH]n(C(N)=S)c1=O	-12.6	5.3	-4.4	0.2	6.7	-2.4	1.1	0.8	-1.2
Cn1c(SCC(=O)NCc2ccc3c(c2)OCO3)nnc1-c1cc2ccccc2cc1O	-12.0	12.0	-8.4	9.2	-1.7	1.2	-5.6	-0.2	0.6
NC(=O)[C@@H]1CCCN1Cc1nc(-c2ccccc2)no1	1.1	-0.8	-1.6	0.1	6.3	4.6	13.1	-0.7	-0.6
Cc1cc(C)c(N2C(=NC(=O)CCCC(=O)O)SC3CS(=O)(=O)CC32)c(C)c1 (stereo unspecified)	7.5	-0.5	-4.8	0.4	3.6	-9.3	-7.2	0.4	0.2
COc1cccc(NC(=O)CSCc2n[nH]c(=O)[nH]2)c1	4.8	-2.7	-1.7	-0.3	6.2	1.1	-7.5	7.2	8.3
COc1ccc(C(=O)C2CCCN(C(=O)/C=C/c3cnc[nH]3)C2)c(C)c1 (stereo unspecified)	-8.2	7.2	0.8	0.9	-2.2	-0.3	4.5	-17.8	-1.5
CC(C)c1ccc(CNC(=O)C2CCCN2S(=O)(=O)c2ccccc2)cc1 (stereo unspecified)	3.6	7.3	-0.7	5.4	-11.6	-0.9	-1.2	5.0	-1.5
CC(C)[C@H](NC(=O)N1CCn2c1nc1ccccc12)C(=O)NCc1ccccc1Cl	-13.9	10.2	8.0	6.0	-2.6	-3.0	8.7	4.5	-0.5
C=CCC(c1ccccc1F)N(CCN1CCOCC1)C(=O)Nc1cccc(Cl)c1 (stereo unspecified)	11.6	-1.9	-6.9	-0.6	-2.6	-3.0	1.3	3.9	0.2
CCOC(=O)C(=O)c1c(C)cc2ccccn12	1.4	3.6	-10.2	0.1	4.3	-3.9	-6.6	-6.9	1.9
COC(=O)c1ccc(Cl)cc1NC(=O)/C=C/c1ccc(C)o1	-7.5	10.6	3.3	0.1	0.6	-0.3	20.0*	15.8	1.4
Cc1ccc(C2=NS(=O)(=O)N(C)C(C(=O)N(C)C3CCCCC3)=C2)cc1	-12.0	5.6	7.8	1.7	-36.0	-3.2	-11.4	0.9	3.7
Cc1ccc(NC(=O)CSc2nnc(-c3ccncc3)n2N)cc1C	5.0	-1.8	-7.2	-0.4	2.7	-2.4	-4.7	8.0	-1.4
CCC(=O)N1CCc2cc(S(=O)(=O)CCC(=O)N3CCN(c4ccc(C(C)=O)cc4)CC3)ccc21	4.1	-4.7	-2.1	11.0	-4.2	5.9	-2.4	-3.2	-1.3
c1ccc2sc(-c3ccc4c(c3)OCO4)nc2c1	-11.1	8.6	-0.6	-1.4	5.6	0.7	-2.3	0.9	3.5
O=C(Nc1ccc(SC(F)F)cc1)C1=COCCO1	-10.3	7.9	4.0	0.6	2.6	-0.3	-0.9	-0.5	1.4
CCN(CC)C(=O)Cc1ccccc1	2.8	-2.1	4.5	-0.8	-0.3	3.0	1.3	7.1	4.7
CNc1sc(C(=O)c2ccccc2F)c(N)c1-c1nc2ccccc2s1	-0.8	12.6	22.1	2.9	34.1*	2.1	7.4	4.5	1.2
COc1ccc(CCC(=O)NCCOc2ccc(C)cc2)cc1	-6.9	4.9	9.7	-0.2	-9.8	-3.9	-7.7	0.5	-2.2
COCCCNC(=O)CCc1c(C)nc2c(c(C)nn2-c2ccccc2)c1C	-3.5	3.9	4.2	2.5	-2.2	1.2	1.6	9.0	0.8
O=C(Nc1ccc(N2CCCC2)cc1)c1cc(Br)ccc1Cl	52.6*	-28.4	-14.1	-0.1	15.9	-2.2	3.7	7.3	1.0
COc1ccc(CC(=O)Nc2cc(S(=O)(=O)N3CCOCC3)ccc2N2CCOCC2)cc1	3.1	-2.5	-6.8	0.8	8.4	1.1	-4.0	9.1	-0.9
O=C(CC1S/C(=N\S(=O)(=O)c2ccc(F)cc2)N(c2ccccc2)C1=O)Nc1ccccc1 (stereo unspecified)	-1.0	6.1	3.0	3.3	-7.8	-0.2	-0.1	-1.1	-0.9
CN(C(=O)c1ccc(Br)o1)C1(C)CCS(=O)(=O)C1 (stereo unspecified)	-11.7	8.1	-3.0	0.1	7.5	-2.7	-1.7	8.1	0.2
CCc1ccc(S(=O)(=O)Nc2ccc(-c3ccc4nnc(C)n4n3)cc2)s1	-4.9	8.4	-2.5	2.9	9.6	9.1	-1.4	-4.6	10.0
